PGK inhibitor – T. brucei PGK inhibition | P07378 | PGK/GAPDH coupled, Kinase-Glo luminescence, 60 min | Potency, µM (titrated, usually from 57.5 µM), for the others: at the highest dose activity change, negative = inhibition, usual class: inhibitors | hit rate 0.043% among 380,000 | AID 602233; further: potency means the concentration at half of the fitted maximal effect; on the % scale 0 is the no-effect control and ±100 the full control effect; nearly all actives have a fitted effect of over 60% in size
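Luminescent ATP detection (Kinase-Glo Plus) follows a 60-minute room-temperature incubation, with wells lacking PGK as controls. Buffer: 100 mM TEA (pH 7.6), 5 mM MgCl2, 0.01% Tween-20. Coupling enzyme GAPDH (100 nM final) supplies unstable 1,3-BPG in-well.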
PI4K2A block – inhibitors of human PI4K2A | purified PI4K2A, ADP-Glo luminescence, 1 h; active compounds read low | activity change, negative = inhibition, % at 76.9 µM | hit rate 0.13% among 420,000 | Q9BTU6; in the data active means activity change below about -50%; inconclusive means mostly about -30% to -49%;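 further: -100% = wells without enzyme as full effect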
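In this quantitative HTS, ADP production by PI4K2A was quantified luminescently after 1 h at ambient temperature; 100 microM adenosine served as plate-quality control.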
Pin1 inhibitor – blocks the human prolyl isomerase Pin1; Q13526; Pin1 FP peptide displacement, HiFluor488, 10 min; Potency, µM (series often up to 115 µM), inactives show at the top dose activity, negative = inhibition, actives largely listed as inhibitors; hit rate 0.009% among 390,000; AID 504891; active means well fitted inhibition curve with a large enough effect in the polarisation, with a control signal flat, not every such curve was filed as active; inconclusive means small, poorly fitted or top-dose-only effect, or effect the other way, or a change in a side signal; inactive means no such curve, though single readings can be large or run the other way; the % refers to the polarisation; further: potency means the concentration at half of the fitted maximal effect; on the % scale 0 is the no-effect control and ±100 the full control effect
Target sequence (Q13526 whole entry, looked up): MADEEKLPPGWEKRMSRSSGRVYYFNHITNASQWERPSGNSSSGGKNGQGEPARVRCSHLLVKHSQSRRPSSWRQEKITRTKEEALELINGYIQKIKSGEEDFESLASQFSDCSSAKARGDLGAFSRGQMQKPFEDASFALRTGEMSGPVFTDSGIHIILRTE
BAZ2B inh – blocks human BAZ2B; AlphaScreen BAZ2B-H3K14Ac peptide displacement; Q9UIF8; hit rate 4.4% among 360,000; Potency, µM (highest dose often 114 µM), for inactives: at the highest dose activity change, negative = inhibition, hits mostly inhibitors; AID 504333; further: potency means the concentration at half of the fitted maximal effect; on the % scale 0 is the no-effect control and ±100 the full control effect; nearly all actives have a fitted effect of over 60% in size
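Complex of BAZ2B and biotin-H3K14Ac (50 nM apiece) forms over 30 min at RT, then faces library compounds up to 110 uM for another 30 min; AlphaScreen beads added, 20 min dark incubation, luminescence read.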
POLH inh – DNA polymerase eta (human) inhibition; hit rate 1.2% among 390,000; Potency, µM (series often up to 114 µM), without a hit: at the top dose activity change, negative = inhibition, usual class: inhibitors; recombinant Pol eta, fluorescent DNA replication assay; further: potency means the concentration at half of the fitted maximal effect; on the % scale 0 is the no-effect control and ±100 the full control effect
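Fluorescent replication assay: 50 nM final substrate added after a 15 min room-temperature compound preincubation with 10 nM enzyme. Signal taken at 0 min and again at 10 min.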
HP1b binding inh – HP1-beta chromodomain-methylated histone interaction inhibition; P83916; AlphaScreen HP1-beta / biotin-H3K9me3 peptide binding; Potency, µM (top dose mostly 114 µM), without a hit: top-dose activity change, negative = inhibition, actives largely listed as inhibitors; hit rate 0.56% among 390,000; further: potency means the concentration at half of the fitted maximal effect; nearly all actives have a fitted effect of over 70% in size; inactives centre near 23
Target sequence (P83916 whole entry, looked up): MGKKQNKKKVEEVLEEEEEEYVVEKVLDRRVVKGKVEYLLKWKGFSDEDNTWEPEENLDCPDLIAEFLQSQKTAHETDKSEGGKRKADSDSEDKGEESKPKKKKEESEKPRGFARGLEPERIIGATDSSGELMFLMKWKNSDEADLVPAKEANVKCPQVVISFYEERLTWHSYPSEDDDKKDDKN
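Compound inhibition of the preformed complex between 50 nM HP1-beta and 50 nM biotinylated H3K9me3 peptide was read by AlphaScreen. Buffer was PBS pH 7.4 with 0.01% Tween-20. Incubations ran 30 min at room temperature, with 10 ug/mL donor/acceptor beads.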
G9a inh – inhibitors of human histone lysine methyltransferase G9a; Potency, µM (series often up to 102 µM), for inactives: at the highest dose activity, negative = inhibition, actives largely listed as inhibitors; AID 504332; Q96KQ7; hit rate 8.8% among 350,000; G9a H3K9 monomethylation, AlphaScreen, 2 h; further: potency means the concentration at half of the fitted maximal effect; on the % scale 0 is the no-effect control and ±100 the full control effect; nearly all actives have a fitted effect of over 75% in size
Target sequence (Q96KQ7 913-1193 limits assumed): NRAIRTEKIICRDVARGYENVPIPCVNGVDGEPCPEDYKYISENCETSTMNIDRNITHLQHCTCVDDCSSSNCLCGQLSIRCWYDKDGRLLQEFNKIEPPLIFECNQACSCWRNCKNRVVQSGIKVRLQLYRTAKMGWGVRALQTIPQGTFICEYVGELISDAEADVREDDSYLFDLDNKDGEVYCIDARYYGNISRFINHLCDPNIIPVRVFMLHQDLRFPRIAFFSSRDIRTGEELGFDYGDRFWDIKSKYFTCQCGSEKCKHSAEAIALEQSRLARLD
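G9a (20 nM) was preincubated 15 min with compound, then reacted 2 h at room temperature with 500 nM biotin-H3K9 peptide and 20 µM SAM. Monomethyl-H3K9 detected by AlphaScreen using anti-H3K9me1 antibody.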
JMJD2A Tudor inh – JMJD2A Tudor domain (human) inhibition | O75164 | AlphaScreen JMJD2A-Tudor / H3K4me3 peptide binding | Potency, µM (top dose mostly 114 µM), for the others: at the highest dose activity change, negative = inhibition, hits mostly inhibitors | hit rate 4.4% among 390,000 | AID 504339; further: potency means the concentration at half of the fitted maximal effect; on the % scale 0 is the no-effect control and ±100 the full control effect; nearly all actives have a fitted effect of over 50% in size
GLS inh – glutaminase GLS (human) inhibition; GLS enzymatic activity, qHTS titration; Potency, µM (titrated, usually from 45.5 µM), for inactives: at the top dose activity change, negative = inhibition, usual class: inhibitors; hit rate 0.21% among 410,000; AID 624170; further: potency means the concentration at half of the fitted maximal effect; on the % scale 0 is the no-effect control and ±100 the full control effect
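Glutamate formation by hKGA was monitored fluorometrically using coupled glutamate oxidase, HRP and Amplex Red. Substrate was added as 1 mM L-glutamine solution; incubation was 30 min at RT after an initial read.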
* hit, by the source's call; i = inactive; ? = inconclusive; nt = no result given; [ ] = dose if it differs, or a comment. Unless noted, the call rests on the fitted dose curve; in most records, active means well fitted curve in the direction sought with a large enough effect; inconclusive means small, poorly fitted or top-dose-only effect, or another doubt; inactive means no such curve, though single readings can be large; an effect the other way counts as inactive or inconclusive. Some of the compounds tested, so the mix of outcomes need not match the whole.

PGK inhibitor | PI4K2A block | Pin1 inhibitor | BAZ2B inh | POLH inh | HP1b binding inh | G9a inh | JMJD2A Tudor inh | Structure | GLS inh
-3% | 11 | 1% | ? | 2% | 10% | ? | -14% | O=c1/c(=C/c2cccc3ccccc23)sc2ncnn12 | 7%
i | -5 | 8% | -12% | 11% | 6% | 9% | -15% | O=C(/C=C/c1ccc(F)cc1)N1CCN(S(=O)(=O)/C=C/c2ccccc2)CC1 | 2%
-1% | -2 | 0% | nt | -12% | 36% | nt | 1% | COc1cc(C(=O)NNC(=O)CCOc2ccccc2)cc(OC)c1OC | 1%
-5% | -5 | 2% | 4% | -16% | 33% | 14%[12.7 µM] | 1% | CN(C)S(=O)(=O)c1cccc(NC(=O)CN2C(=O)NC(Cc3ccccc3)C2=O)c1 (stereo not given) | -1%
-1% | 2 | -9% | -18% | -11% | 31% | 4% | 1% | CN(C)S(=O)(=O)N1CCC(CO)(CCc2ccccc2)CC1 | -12%
3% | 4 | 0% | 1% | -6% | 29% | 13% | -10% | Cc1noc(C)c1/C=N/Nc1ccc2ccccc2n1 | ?
-5% | 4 | 0% | -28% | -2% | -11% | ? | ? | Cc1c(NC(=O)Cc2ccc(F)cc2)cccc1-c1nc2cccnc2s1 | -11%
-1% | -1 | -6% | 16% | 1% | 27% | -8%[0.501 µM] | 1% | OC(COc1ccc(OCC(O)CN2CCCCC2)cc1)CN1CCCCC1 (stereo not given) | 4%
-3% | -2 | 9% | 6% | -16% | 33% | -19%[59 µM] | -26% | CCN1CCN(c2cc(C)c3cc(NC(=O)Cc4ccc(OC)c(OC)c4)ccc3n2)CC1 | 4%
-1% | 1 | nt | nt | -19% | nt | nt | nt | Cc1ccc([C@H]2C[C@@H](n3cc(COC(=O)c4ccccc4)nn3)[C@H](O)CN2C(=O)c2cccs2)cc1 | 7%
-3% | 6 | -2% | ? | -4% | 12% | nt | -36% | COc1cc(-c2noc(C)c2C#Cc2nccn2C)cc(OC)c1OC | -10%
-5% | -3 | -1% | nt | -14% | -14%[57 µM] | nt | -33% | CC(C)(c1cc(Cl)c(O)c(CN2CCOCC2)c1)c1cc(Cl)c(O)c(CN2CCOCC2)c1 | 20%
11% | -4 | 2% | 11%[57.1 µM] | -4% | 48%[activator] | -6%[59 µM] | -2% | CCCOc1ccc(C2c3c(oc4ccccc4c3=O)C(=O)N2c2nc(C)c(C(=O)OCC)s2)cc1 (stereo not given) | -2%
i | -1 | -6% | -14% | -16% | 12% | -2% | -13% | COc1ccc2[nH]c(=O)c(CN(C(=O)c3cccnc3)c3ccc(C)c(C)c3)cc2c1 | 0%
-7% | -1 | 0% | 7% | 3% | 22% | 18% | -11% | COCCNS(=O)(=O)c1cc(Br)ccc1OC | 0%

Sorted by number of heavy atoms (high to low): some entries from above
PGK inhibitor | PI4K2A block | Pin1 inhibitor | BAZ2B inh | POLH inh | HP1b binding inh | G9a inh | JMJD2A Tudor inh | Structure | GLS inh
-3% | -2 | 9% | 6% | -16% | 33% | -19%[59 µM] | -26% | CCN1CCN(c2cc(C)c3cc(NC(=O)Cc4ccc(OC)c(OC)c4)ccc3n2)CC1 | 4%
-5% | 4 | 0% | -28% | -2% | -11% | ? | ? | Cc1c(NC(=O)Cc2ccc(F)cc2)cccc1-c1nc2cccnc2s1 | -11%
-3% | 11 | 1% | ? | 2% | 10% | ? | -14% | O=c1/c(=C/c2cccc3ccccc23)sc2ncnn12 | 7%
-7% | -1 | 0% | 7% | 3% | 22% | 18% | -11% | COCCNS(=O)(=O)c1cc(Br)ccc1OC | 0%

(next part)
PGK inhibitor | PI4K2A block | Pin1 inhibitor | BAZ2B inh | POLH inh | HP1b binding inh | G9a inh | JMJD2A Tudor inh | Structure | GLS inh
-10% | -3 | nt | nt | -8% | nt | nt | nt | CC(OC(=O)C1COc2ccccc2O1)C(=O)c1ccccc1 (stereo not given) | 0%
2% | -4 | ? | -30% | ? | 12% | 0% | -17% | COc1ccc(/C=N/NC(=O)CNC(=O)/C=C/c2ccco2)cc1OC | -5%
-7% | -3 | -5% | -2% | -7% | 2% | -2% | -9% | CC1CN(C(C)C(=O)NC(c2ccccc2)c2ccccc2)CC(C)O1 (stereo not given) | 3%
-6% | 8 | -10% | -1% | -23% | 39% | -5%[59 µM] | 0% | Cc1ccc(NC2=C(Cl)C(=O)OC2OC(C)C)c(C)c1 (stereo not given) | 2%
-7% | 4 | -11% | 2% | 1% | 26% | nt | -15% | COc1cc(NC(=O)c2ccc(NC3=NC4CS(=O)(=O)CC4S3)cc2)cc(OC)c1 (stereo not given) | 10%
i | -2 | -1% | -2% | -24% | 30% | nt | -19% | CCOCC(=O)Nc1ccc(S(=O)(=O)NCC2CCCO2)cc1 (stereo not given) | -1%
-2% | 6 | -3% | -10% | ? | 20% | -11% | -18% | CCCCNC(=O)c1ccc(CS(=O)(=O)c2ccc(C)cc2)o1 | 63%[activator]
i | 2 | 1% | 23% | -17% | 43%[activator] | 12% | -4% | COc1cccc(NC(=O)COC(=O)Cc2ccc(Br)cc2)c1 | -4%
-2% | -4 | -7% | -11% | 4% | 34% | ? | -7% | CCC(C)NC(=O)COC(=O)c1ccc(Cl)cc1O (stereo not given) | -1%
12% | -9 | -7% | ? | -15% | 24% | -1%[59 µM] | -26% | COc1ccc(N2CCN(C(=O)CCc3c(C)nn(-c4ccc(N5CCCC5)nn4)c3C)CC2)cc1 | 14%
-9% | 1 | 14% | 4% | -16% | 31% | 4%[59 µM] | -15% | Cc1ccc(NC(=O)Cn2c(=O)c3ccc(Cl)cc3n3nncc23)cc1 | -3%
-9% | -3 | -2% | 0% | -10% | 17% | 2% | 6% | Cc1ccc(S(=O)(=O)N(Cc2cc3cccc(C)c3[nH]c2=O)c2ccccc2)cc1 | 0%
i | -1 | 0% | 3% | -10% | 23% | -2% | -10% | O=C(Nc1ccc(C2CCCCC2)cc1)C1CCCN(c2ncccn2)C1 (stereo not given) | -4%
-10% | 2 | -2% | 11% | -16% | 11% | 13%[12.7 µM] | -11% | Cc1ccc(CN2CC(C(=O)N3CC(C)CC(C)C3)CC2=O)cc1 (stereo not given) | 3%
-6% | -6 | 0% | 45µM* | -22% | ? | ? | ? | Cc1cs/c(=N\N=C\c2ccc(O)cc2)n1Cc1ccco1 | 23%

Records above shown as hits in BAZ2B inh:
PGK inhibitor | PI4K2A block | Pin1 inhibitor | BAZ2B inh | POLH inh | HP1b binding inh | G9a inh | JMJD2A Tudor inh | Structure | GLS inh
-6% | -6 | 0% | 45µM* | -22% | ? | ? | ? | Cc1cs/c(=N\N=C\c2ccc(O)cc2)n1Cc1ccco1 | 23%

Following part
PGK inhibitor | PI4K2A block | Pin1 inhibitor | BAZ2B inh | POLH inh | HP1b binding inh | G9a inh | JMJD2A Tudor inh | Structure | GLS inh
i | -3 | -4% | 28% | -11% | 263%[activator] | 45%[59 µM] | 48%[activator] | Cc1cc(=O)n(Cc2ccc(Cl)cc2)c2c1c(C)nn2-c1ccccc1 | 0%
5% | 0 | 1% | nt | -15% | 46%[activator] | nt | -1% | O=C(N[C@@H](Cc1ccccc1)C(=O)OCc1ccccc1)c1ccco1 | -2%
-8% | -9 | 0% | -3% | -7% | 35%[activator] | -7%[59 µM] | 9% | Cc1ccc(S(=O)(=O)N/N=C/C(C)(C)CO)cc1 | -10%
-4% | -2 | 23% | 3% | -20% | 61%[activator] | ? | -1% | O=S(=O)(c1ccccc1)c1nc(-c2cccs2)oc1SCc1ccccc1F | 4%
-8% | 4 | 3% | 10% | -12% | 17% | 7%[2.33 µM] | -9% | CN(c1cccc(NC(=O)CSc2ccc(Cl)cc2)c1)S(C)(=O)=O | -1%
0% | -2 | 5% | -9% | -7% | -5% | nt | -8% | COc1ccc(NC(=O)c2c([N+](=O)[O-])c(C(C)(C)C)nn2C)cc1 | 0%
-9% | -18 | -3% | nt | -6% | 13%[57 µM] | nt | -17% | C[C@]12CC[C@H](OC(=O)CCC(=O)O)CC1=CCC1C2CC[C@@]2(C)C1CC[C@@H]2N (stereo not given in full) | -10%
-5% | -2 | 2% | 0% | -7% | 44%[activator] | 23%[59 µM] | -23% | CNc1nc2c(c(=O)n(C)c(=O)n2C)n1Cc1ccccc1 | 2%
0% | 6 | -7% | 2% | -16% | 31% | 134%[activator] | -15% | O=C(NNC(=O)c1ccco1)c1cccc(Br)c1 | 19%
-3% | 8 | -7% | -5% | -21% | 7% | 12%[59 µM] | -17% | CCCCc1nnc(NC(=O)C2CC(=O)N(c3ccc4c(c3)OCCO4)C2)s1 (stereo not given) | 6%
2% | 1 | -1% | 11% | -4% | 63%[activator] | 8%[12.7 µM] | 4% | CCOc1cc(C2C(C(=O)O)c3cc(OCC)c(OCC)cc3C(=O)N2C)ccc1O (stereo not given) | 30%
-8% | -11 | ? | ? | ? | 9% | 50µM* | -35% | O=C(CSc1n[nH]c(-c2ccccc2)n1)NC(=O)NCc1ccco1 | -2%
i | 1 | -6% | 15% | -7% | 76%[activator] | 71%[activator] | 34% | COC(=O)c1ccccc1C(=O)c1cccc2ccccc12 | -1%
i | -2 | 1% | -10% | -13% | 62%[activator] | -1% | -11% | CC(C)(O)C#Cc1ccc(CN2CCN(Cc3ccccc3)C(CCO)C2)cc1 (stereo not given) | 0%
-3% | 0 | 1% | 0% | -16% | 20%[57 µM] | -1%[59 µM] | -12% | COc1cc(C(=O)NCCc2csc(-c3ccc(Cl)cc3)n2)cc(OC)c1OC | 6%
